EPAC2 antagonist: blocks human EPAC2 exchange factor; Q8WZA2; EPAC2 GEF exchange of Rap1B-BODIPY-GDP, fluorescence; Potency, µM (top dose mostly 114 µM), inactives show top-dose activity, negative = inhibition, hits mostly inhibitors; 360,000 tested, 0.18% active; AID 720708; also: potency is read from the fitted curve at half-maximal effect; % is scaled to controls: 0 for no effect and ±100 for the full control effect; nearly all actives have a fitted effect of over 45% in size; many of its hits are not listed in these tables
Mm-Cpn inhibitor: inhibitors of Methanococcus maripaludis chaperonin (MmCpn). purified Mm-Cpn ATPase, ADP Transcreener TR-FRET. Potency, µM (series often up to 76.9 µM), for the others: at the top dose activity, negative = inhibition, actives largely listed as inhibitors. 330,000 tested, 0.031% active; also: potency is read from the fitted curve at half-maximal effect; % is scaled to controls: 0 for no effect and ±100 for the full control effect; nearly all actives have a fitted effect of over 80% in size
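ATP (10 uM final) was added to archaeal chaperonin (25 nM final) after 10 min exposure to test compound at 37°C; after 30 min further incubation, ADP was detected by competitive TR-FRET.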
D3 ag: activates the human D3 dopamine receptor. P35462. max activation, %. D3R DiscoveRx beta-arrestin cells, luminescence, 90 min. AID 652048. 410,000 tested, 0.58% active; in the data active = max activation above about 30%; also: 0% is about no effect; mostly tested at two doses, the higher about 12 µM
Target sequence (P35462 whole entry, looked up): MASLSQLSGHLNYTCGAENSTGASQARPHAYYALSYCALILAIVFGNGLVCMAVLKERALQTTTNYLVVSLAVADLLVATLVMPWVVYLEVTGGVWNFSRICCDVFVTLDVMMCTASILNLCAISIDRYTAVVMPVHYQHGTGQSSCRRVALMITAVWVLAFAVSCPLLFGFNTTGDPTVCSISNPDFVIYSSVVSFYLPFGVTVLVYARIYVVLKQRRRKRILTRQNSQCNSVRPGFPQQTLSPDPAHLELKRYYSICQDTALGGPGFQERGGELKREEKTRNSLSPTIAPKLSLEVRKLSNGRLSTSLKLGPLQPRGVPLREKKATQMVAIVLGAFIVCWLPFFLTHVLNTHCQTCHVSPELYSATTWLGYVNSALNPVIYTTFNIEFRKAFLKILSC
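Cells at 1500/well, incubated overnight, then treated with pinned compounds (dopamine as control) for 90 min at 37 degrees C. DiscoveRx reagent added for 30 - 60 minutes at room temperature; luminescence read.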
PTHR1 agonist: agonists of human PTHR1 parathyroid hormone receptor. HEK293 GP2 PTHR1 cells, GloSensor cAMP luminescence, 1 h. 410,000 tested, 0.075% active. Potency, µM (highest dose often 115 µM), for inactives: top-dose activation, hits mostly activators. Q03431. AID 743266; also: potency is read from the fitted curve at half-maximal effect; nearly all actives have a fitted effect of over 55% in size; some results filed as inactive show a strong effect at the top dose; inactives centre near -15; many of its hits are not listed in these tables
Target sequence (Q03431 whole entry, looked up): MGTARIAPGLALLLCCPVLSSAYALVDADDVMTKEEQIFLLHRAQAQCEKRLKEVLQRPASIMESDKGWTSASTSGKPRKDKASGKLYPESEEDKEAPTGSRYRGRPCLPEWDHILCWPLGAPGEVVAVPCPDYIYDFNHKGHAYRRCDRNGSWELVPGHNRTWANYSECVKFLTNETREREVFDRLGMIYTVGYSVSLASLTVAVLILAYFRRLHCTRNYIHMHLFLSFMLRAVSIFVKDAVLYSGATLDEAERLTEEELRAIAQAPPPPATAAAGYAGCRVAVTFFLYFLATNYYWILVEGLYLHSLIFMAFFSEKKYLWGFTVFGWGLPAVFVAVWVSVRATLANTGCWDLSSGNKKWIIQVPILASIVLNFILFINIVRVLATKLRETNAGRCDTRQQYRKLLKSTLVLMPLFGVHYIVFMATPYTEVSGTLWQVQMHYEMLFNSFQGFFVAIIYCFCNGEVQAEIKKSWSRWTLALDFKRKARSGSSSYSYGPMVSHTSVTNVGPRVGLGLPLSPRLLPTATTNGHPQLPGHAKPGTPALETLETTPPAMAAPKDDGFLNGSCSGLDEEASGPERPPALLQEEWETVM
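HEK-293-derived GP2 cells expressing PTHR1 and a GloSensor cAMP reporter, 3,000/well, plated overnight, given luciferin plus IBMX (each 0.5 mM as added) for 1 h at 37 °C, then compound for 1 h at 37 °C. Luminescence was read after 15 min at room temperature.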
CCT modulator: cytosolic chaperonin activity modulation; purified chaperonin ATPase assay, HTRF ADP detection, 30 min; 360,000 tested, 0.3% active; activity change, % (concentration not given with the values), hits read low; in the data active = activity change below about -30%; also: % is scaled to controls: 0 for no effect and ±100 for the full control effect
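Nucleotide hydrolysis assay: TRiC at 20–40 nM final (set by batch activity) with 10 uM ATP, 30 min at 37 °C, in presence of 76 uM compound. Detection by competitive ADP HTRF, 30 min ambient.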
pAkt inh: inhibitors of Akt phosphorylation. Neuro2A IGF-stimulated pAkt S473 HTRF, 20 min; active compounds read low. activity change, % for hits at 50 µM. 360,000 tested, 0.32% active. AID 651550; in the data active = activity change below about -80%; inconclusive = mostly about -51% to -80%; also: % is scaled to controls: 0 for no effect and ±100 for the full control effect
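Neuro2A cells (4,500/well, DMEM with 0.5% FBS) were treated with compound at a single 50 µM final concentration, stimulated with 6 nM IGF for 20 min at 37 °C, and lysed. Phospho-Akt Ser473 was read by HTRF as 665/615 ratio ×10^4.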
D3 antag: D3 dopamine receptor (human) antagonism; D3R cells, DiscoveRx beta-arrestin luminescence, antagonist mode; active compounds read low; max response, negative = inhibition, %; 360,000 tested, 2.5% active; AID 652054; in the data active = max response below about -50%; inconclusive = no clear call, values can overlap the other calls; also: % is scaled to controls: 0 for no effect and ±100 for the full control effect; mostly tested at two doses, the higher about 12 µM
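Cells expressing the human receptor were seeded at 1500 cells/well, incubated overnight at 37 degrees C in 5% CO2, then exposed to library compounds with dopamine controls for 90 minutes at 37 degrees C before luminescent detection.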
EPAC2 ag: agonists of human EPAC2 (RAPGEF4); Potency, µM (doses to about 154 µM), for the others: top-dose activation, most hits filed as activators; EPAC2 activation, biochemical qHTS; response scale: 100% = 6.5 mM cAMP response; 360,000 tested, 0.079% active; AID 720711; Q8WZA2; also: potency is read from the fitted curve at half-maximal effect; nearly all actives have a fitted effect of over 50% in size
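Nucleotide exchange monitored as fluorescence drop when BODIPY-GDP leaves Rap1B. Reaction: 100 nM EPAC2, 250 nM RAP1B-BODIPY-GDP, 50 uM GDP, room temperature, kinetic read over 30 min. Activity expressed relative to 6.5 mM cAMP.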
* = called active by the depositor; i = inactive; u = inconclusive; x = no result given; & = joins results of further samples; [ ] = remark or other dose. Unless noted, calls follow the shape of the dose curve; as a rule, active = well fitted curve in the direction sought with a large enough effect; inconclusive = small, poorly fitted or top-dose-only effect, or another doubt; inactive = no such curve, though single readings can be large; an effect the other way counts as inactive or inconclusive.

SMILES	EPAC2 antagonist	Mm-Cpn inhibitor	D3 ag	PTHR1 agonist	CCT modulator	pAkt inh	D3 antag	EPAC2 ag
CC(C)N(C(=O)CSc1nnc(Cc2csc(Nc3ccccc3)n2)o1)C(C)C	-9%	-1%	9	-20%	1.3	i	-5	8%
CSc1ccc(CN(C)C(=O)c2cccc(S(=O)(=O)NCc3ccccc3)c2)cc1	-11%	-1%	-1	-31%[inhibitor]	-0.8	i	2	10%
CCSc1nnc(SCC(=O)c2c(N)n(C)c(=O)n(C)c2=O)s1	-8%	-14%	-6	-5%	1.1	i	7	7%
O=[N+]([O-])c1ccc(F)c(CN2CCN(c3ncc(Cc4ccccc4)cn3)CC2)c1	5%	x	2	-47%[inhibitor]	x	i	3	3%
O=C1C(=O)N(Cc2cccnc2)C(c2ccccn2)/C1=C(/O)c1ccc(Br)cc1 (stereo not drawn)	9%	2%	0	-5%[57.5 µM]	1.4	i	8	-2%
O=C(CCS(=O)(=O)c1ccccc1)Nc1ccc(N2CCOCC2)cc1	-1%	-12%	-12	-18%	-1.0	i	-13	3%
O=C(c1coc2ccccc2c1=O)N1CCN(c2cccc(C(F)(F)F)c2)CC1	-2%	1%	-19	-37%[inhibitor]	1.9	i	3	-7%
CCc1ccccc1OCC(=O)OCC(=O)N1CC(=O)Nc2ccccc21	-8%	-4%	1	i	-1.1	i	-2	4%
CCOc1ccccc1/C=N/NC(=O)c1nnn(-c2nonc2N)c1CN1CCCC1	-5%	2%	-3	-8%	2.3	i	-22	3%
Cc1cccc(NS(=O)(=O)c2ccc(OCC(=O)N3CCCC3)cc2)c1	7%	-4%	-13	-11%	-0.2	i	8	-1%
O=S(=O)(NC1=NCCCCC1)c1ccc(F)cc1F	7%	2%	1	i	-0.3	i	14	1%
CCOC(=O)CC(=O)CSc1ncnc2c1nnn2-c1ccccc1	1%	-12%	0	-6%	-5.0	i	-2	2%

Among those listed so far, these have two or more sulfur atoms:
SMILES	EPAC2 antagonist	Mm-Cpn inhibitor	D3 ag	PTHR1 agonist	CCT modulator	pAkt inh	D3 antag	EPAC2 ag
CC(C)N(C(=O)CSc1nnc(Cc2csc(Nc3ccccc3)n2)o1)C(C)C	-9%	-1%	9	-20%	1.3	i	-5	8%
CSc1ccc(CN(C)C(=O)c2cccc(S(=O)(=O)NCc3ccccc3)c2)cc1	-11%	-1%	-1	-31%[inhibitor]	-0.8	i	2	10%
CCSc1nnc(SCC(=O)c2c(N)n(C)c(=O)n(C)c2=O)s1	-8%	-14%	-6	-5%	1.1	i	7	7%

New compounds follow
SMILES	EPAC2 antagonist	Mm-Cpn inhibitor	D3 ag	PTHR1 agonist	CCT modulator	pAkt inh	D3 antag	EPAC2 ag
Cc1ccsc1-c1nc(CN2CCCC2c2ccc(F)cc2)c(C)o1 (stereo not drawn)	0%	u	0	i	-0.5	i	10	-1%
Cc1cnc(C(=O)OCC(=O)N2c3ccccc3CC2C)cn1 (stereo not drawn)	0%	0%	-1	i	-3.9	i	5	-10%
CCc1nn(CC(=O)NCCCN(CC)CC)c(=O)c2cc3sc(C)cc3n12	11%	0%	-1&-15	i	-0.3	i	8	6%
CCn1nnnc1SCC(=O)NNC(=O)C1CCCCC1	-5%	-1%	-3	i	0.2	i	-80*	8%
CCOc1cc(C(=O)N/N=C/c2cn(-c3ccccc3)nc2-c2cc3ccccc3o2)cc(OCC)c1OCC	3%	x	1	-53%[inhibitor]	-1.3	i	9	-2%
CC(C)C1Cc2[nH][nH]c(=O)c2C(C2CC2)O1 (stereo not drawn)	-1%	x	0	-43%[inhibitor]	0.7	i	-5	3%
Cc1ccc(C(=O)NCCNc2ncc(C(F)(F)F)cc2Cl)cc1[N+](=O)[O-]	-15%	-1%	4	-14%	1.3	i	-7	10%
Cc1ccc(NC(=O)COC(=O)CCc2nc3ccccc3c(=O)[nH]2)c(Br)c1	-8%	0%	-2	-17%	2.7	i	14	-6%
Cc1cccc(C(=O)NCC(=O)OCC(=O)c2ccc(Br)s2)c1	5%	u	-16	-6%	0.3	i	8	1%
O=C(O)CCNC(=O)/C(=C/c1ccco1)NC(=O)c1ccco1	1%	-3%	-1	-22%	-0.7	i	-9	-1%
S=C1NCCOCCNC(=S)NCCOCCOCCOCCN1	-12%	0%	4	u	-1.3	i	-21	2%
O=C(CCSc1ccccc1)Nc1nccs1	2%	1%	3	-13%[57.5 µM]	-1.0	i	11	4%
COc1ccccc1C(=O)Nc1ccc(S(=O)(=O)Nc2cnc3ccccc3n2)cc1	1%	-2%	17	-15%	-1.0	i	10	1%
COC(=O)CN1C(=O)COc2ccc(S(=O)(=O)N3CCOCC3)cc21	2%	1%	2	i	-5.3	i	8	-2%
COc1ccc(CN2C(=O)c3ccccc3C2=O)cc1C(=O)OC(C)C(=O)NC(N)=O (stereo not drawn)	0%	-1%	-6	-27%	-1.6	i	4	2%
Cc1ccc(-n2c3c(cc(C(=O)NC4CCSC4=O)c2=O)C(=O)CC(C)(C)C3)cc1 (stereo not drawn)	12%	2%	4	-3%[57.5 µM]	-3.4	i	-13	6%
C=CCNC(=S)N/N=C/c1ccc(C(C)(C)C)cc1	-3%	-7%	-17	-7%	0.8	i	u	5%
CCOC(=O)COn1c(=O)c(-c2ccco2)[n+]([O-])c2ccccc21	6%	-3%	10	i	0.2	i	11	-3%
COc1ccccc1-c1nnc(SCC(=O)Nc2ccc(N3CCOCC3)cc2)n1C	23%	1%	-13	i	0.6	i	7	6%
Cc1nn(CCO)c2c1C(=O)CCC2	8%	-1%	4	-6%	-0.9	i	0	1%
COC(=O)c1[nH]c2cc(OC)ccc2c1NC(=O)CCN1CCN(c2cccc(C)c2C)CC1	-11%	0%	-3	-3%	1.5	i	-80*	6%
CN(C)c1ccc(NC(=O)CN2CCC(C(=O)c3ccc(F)cc3)CC2)cc1	-3%	0%	-27	i	0.5	x	-82*	1%
COc1ccc(/C=N\NC(=O)c2cc(O)c(O)c(O)c2)cc1COc1ccc(C(=O)OCC(C)C)cc1	-1%	-3%	1	10%	1.1	i	37	-9%
Cc1ccc(-c2nnc(SCC(=O)NC3CC3)o2)cc1	0%	0%	4	-3%	0.6	i	-2	7%
Cc1ccc(C(=O)C2(C)C3c4cc(Br)ccc4OC(=O)C32C(=O)c2ccco2)cc1 (stereo not drawn)	-3%	-2%	3	i	-0.3	i	-18	7%
O=C(N/N=C/c1ccc(OC2CSC2)cc1)c1ccccc1	5%	-7%	2	i	-4.2	i	-6	-2%
CN1CCN(S(=O)(=O)c2cccc(C(=O)Nc3cc(C(F)(F)F)ccc3N3CCCCC3)c2)CC1	-29%	1%	-13	-19%	-0.7	i	-7	-2%
CC(C)(C)c1ccc(S(=O)(=O)NCc2ccccn2)cc1	4%	-1%	-33	-52%[inhibitor]	2.0	i	1	4%
O=C(NCc1ccccc1Cl)/C(=C\c1cccnc1)NC(=O)c1ccccc1	2%	1%	2	-3%	-2.2	i	3	-4%
CCOC(=O)C1(Cc2ccccc2)CCCN(Cc2cnn(CC)c2)C1 (stereo not drawn)	-5%	1%	-7	-33%	-1.4	i	4	3%
C=COCCNC(=S)Nc1cccc(Cl)c1	7%	-4%	-16	-19%	0.9	i	-19	11%
C/C(=C\c1ccccc1)CN1CCC(C(=O)N2CCC(C)CC2)CC1	-3%	0%	-11	-4%[57.5 µM]	-2.1	i	-26	5%
COC(=O)c1cc(Cl)cc2c(CCO)c[nH]c12	-16%	1%	2	i	2.1	i	0	2%
COc1ccc(/C(C)=N/Nc2nc3ccccc3n3cnnc23)cc1OC	2%	3%	-10	i	-0.6	i	15	12%
COc1cc(C(=S)N2CCCCC2)ccc1OCC(=O)Nc1ccccc1Cl	1%	0%	-4	-24%	-2.4	i	-8	18%
CC(=O)c1c(C)oc2ccc(NS(=O)(=O)c3ccc(F)cc3C)cc12	-1%	-3%	2	-46%[inhibitor]	0.6	i	7	2%
O=S(=O)(NCC1CCCO1)c1cc(Cl)ccc1Br (stereo not drawn)	18%	-3%	0	-12%[57.5 µM]	1.9	x	10	7%
O=C(c1ccc(CS(=O)c2ccccc2Cl)o1)N1CCCCCC1 (stereo not drawn)	12%	1%	-2	-8%	0.7	i	6	-12%
O=C(Nc1ccccc1N1CCOCC1)c1cc2ccccc2o1	-16%	3%	8	-18%	0.0	i	4	23%
CN(C)S(=O)(=O)c1cc(NC(=O)CN2CCN(c3ccccc3O)CC2)ccc1Cl	-7%	2%	19	-2%	-2.2	i	0	13%
Cc1cc(=O)[nH]c(SCC(=O)NCc2ccco2)n1	0%	-1%	-5	-5%[57.5 µM]	-0.3	i	-14	10%
CCCCCCn1c(O)c(/C=C2\C=NN=C2c2ccccc2)sc1=S	-7%	-2%	6	-25%	-0.2	i	-4	-12%
O=C(OCc1ccccc1)N1CCC2CC1c1ccc(N3CCNCC3)cc12 (stereo not drawn)	6%	x	-7	i	-0.2	i	-8	3%
O=C(NCc1ccco1)c1cc(=O)c2ccccc2o1	3%	2%	7	-11%	2.5	i	-4	0%
Cc1ccc(Cl)cc1NC(=O)C1C2CCC(O2)C1C(=O)O (stereo not drawn)	8%	1%	-3	-10%	0.3	i	-25	3%
O=C1C(=O)c2ccccc2C([O-])=C1[n+]1ccccc1	1%	0%	2	i	1.0	i	-1	8%
Cc1ccc(NC(=O)c2nc[nH]c2C(=O)N(C)Cc2ccccc2)cc1	-10%	0%	6	-43%[inhibitor]	0.3	i	1	-7%
CC1(C)CC(C)(c2ccc(O)cc2O)N(c2cccc(Cl)c2)C(=S)N1 (stereo not drawn)	7%	1%	-16	i	0.1	i	-4	-10%
COc1ccc2c(c1)C=C(C(=O)NCc1ccc(Cl)cc1)CO2	1%	1%	-5	-33%[inhibitor]	1.4	i	-11	19%
C=CCNC(=S)Nc1cc(Cl)ccc1OC	10%	-6%	1	i	-1.4	i	6	2%
Cn1c(COc2ccc(Cl)cc2)nnc1SCC(=O)NC1CCCCC1	1%	x	-12	i	-0.8	i	-22	3%
O=C(NC1CCCC1)C(c1ccccc1F)N(C(=O)c1ccco1)C1CCCC1 (stereo not drawn)	20%	0%	0	i	-1.7	i	-9	3%
CCOc1ccc2c(c1)C(C)=CC(C)(C)N2S(=O)(=O)c1ccc(NC(C)=O)cc1	u	1%	1	-30%	-3.1	i	-9	-1%

Source: PubChem BioAssay (National Center for Advancing Translational Sciences (NCATS))

A portion of the library; count on the stated rates, not on these rows.
